KB-3-1 tox = kills parental KB-3-1 adenocarcinoma cells | KB-3-1 viability, CellTiter-Glo ATP luminescence, 72 h | Potency, µM (highest dose often 46.1 µM), without a hit: top-dose activity change, negative = cytotoxic, most hits filed as cytotoxic | hit rate 1.4% among 400,000; further: potency means the concentration at half of the fitted maximal effect; on the % scale 0 is the no-effect control and ±100 the full control effect; nearly all actives have a fitted effect of over 60% in size
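Parental KB-3-1 viability, qHTS format: 72 h compound exposure, 37 °C; CellTiter-Glo; media-only wells and DMSO plates as controls; concentration-effect fits on corrected data.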
MCF10A rerep = inducers of DNA re-replication in MCF 10A breast cells. MCF 10A DNA re-replication, Hoechst nuclear intensity, 48 h. Potency, µM (series often up to 46.1 µM), without a hit: at the top dose activity, positive = re-replication, most hits filed as activators. hit rate 2.9% among 350,000. AID 624296; further: potency means the concentration at half of the fitted maximal effect; % of control where 0% means no effect; nearly all actives have a fitted effect of over 50% in size
HT1080-NT tox = kills 2HG-producing HT-1080-NT fibrosarcoma cells | hit rate 1.6% among 360,000 | HT-1080-NT fibrosarcoma viability, CellTiter-Glo ATP luminescence, 48 h | Potency, µM (series often up to 46.1 µM), for the others: top-dose activity, negative = less viability, most hits filed as cytotoxic;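 further: NT is the 2HG producing partner of a matched IDH1 knockdown line; potency means the concentration at half of the fitted maximal effect; 0% = DMSO-treated cells and -100% = media-only wells without cells; nearly all actives have a fitted effect of over 55% in size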
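Viability of the 2HG-overproducing fibrosarcoma line after 48 hours of compound exposure at 37 degrees C was determined by luminescence with CellTiter-Glo, and concentration-effect curves were then fitted and categorized.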
IL-1B inflam inh = blocks inflammasome-driven IL-1 beta release | THP-1 LPS/ATP IL-1B secretion, AlphaLISA, 16 h; stronger effect = lower value | activity change, % at 57.5 µM | hit rate 4.7% among 360,000 | AID 743279; in the data active means activity change below about -50%; inconclusive means mostly about -30% to -49%; further: on the % scale 0 is the no-effect control and ±100 the full control effect
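Secreted IL-1B measured by AlphaLISA bead assay after 16 h compound exposure of THP-1 cells; compounds (final up to 57.5 uM) added 1 h before LPS (250 ng/mL) and ATP (1.25 mM) stimulation; lower signal means less secretion.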
S2 tox = viability counter-screen for ATXN expression inhibitors | AID 651635 | Potency, µM (highest dose often 56.7 µM), usual class: cytotoxic | hit rate 0.49% among 400,000 | S2 cells (HEK-293 line with an ATXN2-luciferase reporter) viability, CellTiter-Fluor protease fluorescence, 24 h; further: potency means the concentration at half of the fitted maximal effect; nearly all actives have a fitted effect of over 40% in size
ATXN2 expr inh = ATXN2 expression inhibition; HEK-293 ATXN2-luciferase reporter, luminescence, 24 h; Potency, µM (highest dose often 57 µM), inactives show top-dose activity change, negative = inhibition, most hits filed as inhibitors; hit rate 0.72% among 360,000; AID 1745845; further: potency means the concentration at half of the fitted maximal effect; on the % scale 0 is the no-effect control and ±100 the full control effect; nearly all actives have a fitted effect of over 55% in size
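qHTS (up to 57 uM final) was run with 24 h compound exposure of reporter cells at 37 °C. Each well was multiplexed: SteadyGlo luminescence measured ATXN2-luciferase expression after a fluorogenic Gly-Phe-AFC viability readout (25 uM final).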
HT1080 IDH1KD tx = kills HT-1080 cells with IDH1 knockdown; HT-1080 IDH1 knockdown viability, ATP luminescence, 48 h; hit rate 2% among 360,000; Potency, µM (highest dose often 46.1 µM), for inactives: at the top dose activity, negative = toxicity, hits mostly cytotoxic; AID 686971;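 further: potency means the concentration at half of the fitted maximal effect; 0% = DMSO wells and -100% = cell-free medium wells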
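After a 2 h attachment period, IDH1KD HT-1080 cells took pin-transferred compound for 48 h at 37 °C; ATP-based luminescence after 10 min room-temperature reagent incubation reported viability.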
SW480 rerep = DNA re-replication induction in SW480 cells; SW480 DNA re-replication, Hoechst DNA content imaging, 48 h; Potency, µM (doses to about 46.1 µM), without a hit: top-dose re-replication activation, hits mostly activators; hit rate 1.8% among 340,000; AID 624297; further: potency means the concentration at half of the fitted maximal effect; % of control where 0% means no effect; nearly all actives have a fitted effect of over 55% in size
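Quantitative HTS format with DMSO vehicle controls; 48 hr drug incubation at 37 C, then 40 min Hoechst staining and scanning imager measurement at 405 nm excitation.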
KB-V1 cytotox = kills drug-selected multidrug resistant KB-V1 cells; KB-V1 MDR cells viability, CellTiter-Glo, 72 h; hit rate 3.4% among 400,000; Potency, µM (highest dose often 46.1 µM), for the others: at the highest dose activity change, negative = cytotoxicity, actives largely listed as cytotoxic; further: potency means the concentration at half of the fitted maximal effect; on the % scale 0 is the no-effect control and ±100 the full control effect; nearly all actives have a fitted effect of over 60% in size
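KB-V1 MDR subline cells in DMEM (phenol-red free, 10% FBS) exposed to compounds in qHTS concentration series for 72 h at 37 degrees C. Viability read by CellTiter-Glo luminescence; concentration-effect curves fitted after normalization and correction.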
* marks the source's active call; other numbers are inactive results; i = inactive; ? = inconclusive; / = not tested or not shown; [ ] = remark or other dose. Unless noted, the call rests on the fitted dose curve; in most records, active means well fitted curve in the direction sought with a large enough effect; inconclusive means small, poorly fitted or top-dose-only effect, or another doubt; inactive means no such curve, though single readings can be large; an effect the other way counts as inactive or inconclusive.

SMILES | KB-3-1 tox | MCF10A rerep | HT1080-NT tox | IL-1B inflam inh | S2 tox | ATXN2 expr inh | HT1080 IDH1KD tx | SW480 rerep | KB-V1 cytotox
CCc1nnc(NC(=O)CN2CCOCC2)s1 | -22% | 3% | -2% | -3 | i | -3% | 17% | 0% | 15%
COCCCN1C(=O)C(=O)/C(=C(/O)c2ccc(S(=O)(=O)N3CCOCC3)cc2)C1c1ccc(C(C)C)cc1 (stereo not given) | -44% | 20% | 23% | 33 | i | 5% | 20% | -37%[inhibitor] | -3%
CCN1C(=O)[C@H]2[C@@H](c3ccc(C)cc3)N3C(=O)N(c4ccccc4)C(=O)[C@@]3(CC)[C@H]2C1=O | 0% | ? | 8% | 6 | i | 25% | 2% | ? | -15%
COc1cc(C(C)=O)ccc1COc1ccc(C(=O)OCC(=O)NC(C)(C)C)cc1OC | 17% | 12% | 1% | 26 | i | -2% | 7% | 0% | 2%
C(=N/Nc1nccs1)/c1cccnc1 | 13% | -2% | 7% | 49 | i | 8% | 1% | -1% | 0%
Cc1cc(S(=O)(=O)N2CCOCC2)ccc1OCC(=O)Nc1ccc(Br)cc1F | 22% | -7% | 16% | 18 | i | 8% | -1% | -2% | 27%
Cc1ccc(N2CC(c3nnc(NC(=O)c4ccco4)s3)CC2=O)cc1Cl (stereo not given) | 2% | / | / | / | i | 4% | / | / | ?
COc1ccc(Cl)cc1N(CC(=O)Nc1ccccc1C(=O)N1CCCC1)S(C)(=O)=O | -6% | -3% | 8% | -3 | i | -14% | 1% | -4% | -26%
COc1ccc2c(/C=N/Nc3ccc(C(=O)O)cc3)c[nH]c2c1 | 1% | 17% | 0% | 74 | i | 24% | 0% | 13% | -3%
COc1ccc(Cc2nc3ccccc3n2C)cc1 | -15% | -6% | 2% | 28 | i | 6% | -1% | 20% | ?
Cc1ccc(C(=O)NC2CCCc3ccccc32)o1 (stereo not given) | 1% | 4% | -3% | 14 | i | -1% | -7% | 2% | ?
CCOC(=O)c1cnc(C(F)(F)F)nc1Oc1ccccc1 | -7% | -3% | -3% | 18 | i | -7% | 1% | -5% | ?
CN(CC(=O)Nc1ccccc1Cl)C(=O)CSc1nnc(N)s1 | 0% | 0% | 4% | 5 | i | 4% | 1% | 20% | 21%
CCCCn1c(N)c(N(CCOC)C(=O)CN(C)S(=O)(=O)c2ccc(C)cc2)c(=O)[nH]c1=O | -6% | -2% | 0% | 5 | i | 5% | -3% | -7% | -10%
CCN(C(=O)c1cn(CC(C)C)c(=O)c2cc(OC)c(OC)cc12)c1cc(OC)ccc1OC | -7% | / | / | / | i | -7% | / | / | -15%
Cc1cccc(C(=O)/C=C2/c3ccccc3CC(C)(C)N2C)c1 | -3% | 19% | -5% | -6 | i | -37% | 11µM* | -3% | 18µM*
Cc1ccc2[nH]c(=O)c(COC(=O)C3CCCCC3)cc2c1 | ? | -5% | 25% | -1 | i | -2% | -6% | -6% | ?
CC1CCC2(CC1)NC(=O)N(CC(=O)Nc1ccc(N3CCCCC3)cc1)C2=O (stereo not given) | 2% | / | 0% | -19 | i | / | -10% | / | 3%
C=CCNCc1ccccc1[N+](=O)[O-] | 0% | -38%[inhibitor] | 14% | 51 | i | 6% | 1% | -62%[inhibitor] | -13%
CCN(CC)C(=O)c1ccc(S(=O)(=O)Cc2ccc(C)cc2)c([N+](=O)[O-])c1 | ? | ? | -18% | -68* | i | -18% | -12% | 26% | -18%
Cc1nnc2n1NC(c1ccc(Cl)cc1)C(C(=O)N1CCC(C)CC1)S2 (stereo not given) | 6% | 0% | 7% | -15 | i | -1% | 4% | -4%[9.22 µM] | 3%
COc1ccc(N(C(=O)c2ccccc2OC)C2C=CS(=O)(=O)C2)c(OC)c1 (stereo not given) | 4% | 0% | 3% | -16 | i | 2% | 6%[9.24 µM] | 3% | -5%
CCc1ccccc1OCC(=O)Nc1ccc(F)c(S(=O)(=O)N2CCOCC2)c1 | -20% | 0% | 4% | -28 | i | -1% | 9% | -10% | ?
COc1ccccc1CNC(=O)Cc1ccc(Br)cc1 | 0% | ? | -12% | 0 | i | 26% | -24% | / | 23µM*
CCOC(=O)C1(Cc2cccc(OC)c2)CCN(CC(O)CO)CC1 (stereo not given) | 11% | -9% | 6% | -7 | i | 10% | 1% | -1% | 5%

An excerpt from above in order of their number in SW480 rerep, smallest number first:
| canonical_smiles | SW480 rerep |
| --- | --- |
| CCOC(=O)c1cnc(C(F)(F)F)nc1Oc1ccccc1 | -5% |
| CCOC(=O)C1(Cc2cccc(OC)c2)CCN(CC(O)CO)CC1 (stereo not given) | -1% |
| COc1ccc(N(C(=O)c2ccccc2OC)C2C=CS(=O)(=O)C2)c(OC)c1 (stereo not given) | 3% |

Other compounds follow.
SMILES | KB-3-1 tox | MCF10A rerep | HT1080-NT tox | IL-1B inflam inh | S2 tox | ATXN2 expr inh | HT1080 IDH1KD tx | SW480 rerep | KB-V1 cytotox
O=[N+]([O-])c1ccc(/C=N/n2c(-c3ccccc3)n[nH]c2=S)cc1 | 13% | -1% | -23% | 15 | i | -12% | -11% | -6% | -18%
COc1ccccc1-c1nc(SCC(=O)N(C)c2ccccc2)c2c(=O)n(C)c(=O)n(C)c2n1 | -30% | -4% | -25% | 22 | i | -24% | -8% | 2% | ?
O=C(CN1CCN(C(=O)c2cccc(S(=O)(=O)N3CCCC3)c2)CC1)Nc1ccccc1Cl | -11% | 12% | -1% | 2 | i | / | 0% | -12% | -29%
C#CCCOC(=O)N1C2=NC(C(=O)OC)=C(C(=O)OC)[C@@H]3N(C)c4ccc(OC)cc4[C@]23C[C@H]1C(=O)OC | -19% | ? | 0% | -9 | i | 2% | -2% | -5% | 12%
CCn1c(-c2ccncc2)n[nH]c1=S | 18% | -6% | 16% | 8 | i | -5%[11.3 µM] | 11% | -7% | 11%
CCOc1ccc(CCNC(=O)CN(C)S(=O)(=O)c2ccc3c(c2)CCC(=O)N3)cc1OCC | -5% | 8% | -6% | 14 | i | 3% | -3% | -6% | -2%
C=CCn1c(=NC(=O)c2ccco2)sc2cc(C(=O)OC)ccc21 | 25% | ? | -9% | 3 | i | 23% | -1% | -8% | 15%
Cc1ccc(-c2noc(CN(C)C(=O)c3ccc(Br)o3)n2)cc1 | 1% | 21% | -10% | 5 | i | 8% | 0% | -1% | 3%
COc1cccc(Cn2c(C(C)n3c(C)nc4ccccc43)nc3ccccc32)c1 (stereo not given) | ? | / | ? | 21 | / | / | ? | / | ?
NCCCCCNC(=O)/C=N\O | 9% | 1% | 6% | -18 | i | -3% | 3% | -3% | 26%
CCNc1nc(NCC)nc(SCCOc2ccc(C)cc2)n1 | ? | 21µM* | -13% | -8 | i | 58%[activator] | ? | 8% | ?
Oc1ccc(Nc2nc(N3CCCC3)c3ccccc3n2)cc1 | 9.2µM* | ? | ? | -99* | ? | ? | ? | ? | -27%
CC(C)(C)c1csc(NC(=O)CSC2=NCCS2)n1 | ? | -15% | -1% | ? | i | 4% | 2% | -17% | ?
COCCN(CC(=O)Nc1cccc(C)c1C)C(=O)c1ccc2c(c1)OCO2 | -1% | 0% | -7% | 4 | i | 11% | 0% | -5% | -21%
CN1CCN(c2ccc(CNC(=O)C3Cc4c(-c5ccccc5Oc5ccccc5)ccnc4O3)cc2)CC1 (stereo not given) | 0% | / | ? | ? | ? | ? | 21µM* | / | -12%
COC(=O)c1ccc2nc(C)cc(Nc3ccc(O)cc3)c2c1 | 2% | / | / | / | i | -9% | / | / | ?
CN(C)c1cc(N/N=C\c2ccccc2)nc(N(C)C)n1 | 10% | -37%[inhibitor][9.22 µM] | -16% | -96* | i | -14% | -21% | ? | ?
O=C(NC(=S)N1CCN(c2ccc(Cl)cc2[N+](=O)[O-])CC1)c1ccco1 | -3% | 4% | -11% | 12 | i | -8% | -12% | -1% | -8%
COC(=O)COc1ccc(S(=O)(=O)Nc2ccc3c(c2)OCCO3)cc1Cl | ? | -20% | -5% | ? | i | -4% | 4% | -3% | 24%
COc1ccc(CC(=O)O/N=C(\N)Cc2cccc3ccccc23)cc1OC | -6% | 6% | -2% | 23 | i | 7% | 4% | 2% | 0%
CCc1nccn1S(=O)(=O)c1cc(Br)ccc1Br | 8% | / | / | / | i | 11% | / | / | ?
NS(=O)(=O)c1ccc(NC(=O)CSc2nnc(C3CC3)n2C2CC2)cc1 | -7% | 4% | 1% | 1 | i | 17% | 10% | 1% | 12%
O=C1COc2ccc(S(=O)(=O)CCC(=O)NC3CCCCC3)cc2N1 | 11% | 8% | 6% | 22 | i | 5% | 5% | -7% | 15%
COc1ccccc1NC(=O)C(C)N1C(=O)C2CCCCC2C1=O (stereo not given) | 12% | 1% | 5% | 10 | i | -2% | 7% | -13% | 0%
O=C(O)c1cn(CCOc2ccccc2Cl)c2ccccc12 | 4% | 0% | 13% | 11 | i | 5% | 18% | 7% | 19%
(more compounds)
SMILES | KB-3-1 tox | MCF10A rerep | HT1080-NT tox | IL-1B inflam inh | S2 tox | ATXN2 expr inh | HT1080 IDH1KD tx | SW480 rerep | KB-V1 cytotox
Nc1ncnc2c1ncn2[C@@H]1O[C@H](CNCc2ccc(-n3cccn3)cc2)[C@@H](O)[C@H]1O | -18% | -3% | -1% | -5 | i | -3% | -1% | -46%[9.22 µM] | 0%
Cc1cc(C)c(C(=O)c2ccccc2)c(C)c1 | 0% | ? | -4% | 11 | i | 4% | 1% | -10% | -2%
O=C(Cc1ccc2c(c1)OCCO2)N1CCN(S(=O)(=O)c2cccc(C(F)(F)F)c2)CC1 | 5% | -1% | -3% | 8 | i | -5% | 1% | 3% | ?
COCCN1C[C@@H](CO)O[C@@H](n2cnc3c(N4CCN(C)CC4)ncnc32)C1 | 0% | / | 21% | 11 | i | 6% | 11% | / | 2%
O=C(Nc1ccccc1Br)c1ccc2nccnc2c1 | -5% | 2% | -8% | -17 | ? | 40%[activator] | -13% | 7% | 5%
C=CCN1c2ccccc2[C@]23C[C@@H](C(=O)OC)N(C(=O)NCCC)C2=NC(C(=O)OC)=C(C(=O)OC)[C@H]13 | 0% | -3% | 4% | -9 | i | -8% | 1% | 0%[9.22 µM] | 19%
